Bioassay records (PubChem)
DNA Pol III inh = DNA polymerase III holoenzyme inhibition; reconstituted DNA polymerase III holoenzyme replication, biochemical; Potency, µM (doses to about 57.1 µM), for inactives: at the top dose activity change, negative = inhibition; actives 0.25% (n = 71,000); note: potency is the fitted concentration of half-maximal effect; % is set by controls: 0 for no effect and ±100 for the full control effect
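Reconstituted *E. coli* holoenzyme (0.35 nM Pol III, 1 nM beta, 154 nM SSB, 2 nM primase) was preincubated with compound for 15 min at RT. Synthesis on 1.4 nM ssM13Gori ran 35 min, then was stopped with PicoGreen/EDTA and read as dsDNA fluorescence.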
HADH2 inhib = blocks human hydroxyacyl-CoA dehydrogenase type II; Potency, µM (highest dose often 57.1 µM), without a hit: at the top dose activity change, negative = inhibition, usual class: inhibitors; actives 3.4% (n = 73,000); AID 886; recombinant HADH2, NADH fluorescence, beta-hydroxybutyryl-CoA; note: potency is the fitted concentration of half-maximal effect; % is set by controls: 0 for no effect and ±100 for the full control effect; nearly all actives have a fitted effect of over 60% in size; many of its hits are not listed in these tables
Target sequence (Q99714 whole entry, looked up, one chain of several): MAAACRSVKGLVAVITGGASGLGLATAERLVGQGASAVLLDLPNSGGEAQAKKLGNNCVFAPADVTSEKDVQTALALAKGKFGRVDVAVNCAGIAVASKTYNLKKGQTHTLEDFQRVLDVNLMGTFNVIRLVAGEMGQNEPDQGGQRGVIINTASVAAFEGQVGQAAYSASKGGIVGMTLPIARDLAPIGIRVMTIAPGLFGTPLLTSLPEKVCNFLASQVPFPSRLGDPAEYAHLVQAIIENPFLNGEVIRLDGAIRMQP
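E. coli-expressed His-tagged HADH2 tested at 20 nM in alkaline Tris buffer (pH 9.0); oxidation of 90 uM beta-hydroxybutyryl-CoA with 1 mM NAD+ tracked fluorimetrically for 4 min.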
HBB splice mod = hemoglobin beta splicing modulation; actives 0.06% (n = 65,000); Potency, µM (highest dose often 46.1 µM), without a hit: top-dose activation, actives largely listed as activators; HBB splicing reporter cell assay, activation; EGFP reporter with mutant IVS2-654 intron; response scale: normalised to 500 nM splice-correcting PNA; note: potency is the fitted concentration of half-maximal effect; 0% is about no effect
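HeLa cells stably expressing EGFP interrupted by mutant beta-globin intron 2 (IVS2-654), 500/well in 2% FCS. Treated with compound for 2 days at 37C. Splicing correction scored as total well GFP intensity (488 nm excitation, 500-520 nm emission); 500 nM antisense PNA served as control.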
ERK AVP block = blocks ERK signaling stimulated by vasopressin; HEK293-V1b, vasopressin-stimulated pERK AlphaScreen; Potency, µM (doses to about 57.5 µM), for the others: at the top dose activity, negative = inhibition, actives largely listed as inhibitors; actives 0.99% (n = 72,000); note: potency is the fitted concentration of half-maximal effect; % is set by controls: 0 for no effect and ±100 for the full control effect; nearly all actives have a fitted effect of over 55% in size
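HEK293 cells stably expressing V1b receptor, seeded overnight in 1% FBS, were treated with compounds for 30 min at 37C, then stimulated 5 min with 25 nM vasopressin; phospho-ERK read by AlphaScreen SureFire after lysis.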
ALOX15 inhib = blocks human 15-lipoxygenase activity | AID 887 | actives 1.4% (n = 74,000) | Potency, µM (titrated, usually from 57.1 µM), without a hit: at the highest dose activity change, negative = inhibition, actives largely listed as inhibitors | purified 15hLO-1, xylenol orange hydroperoxide absorbance; note: potency is the fitted concentration of half-maximal effect; % is set by controls: 0 for no effect and ±100 for the full control effect; nearly all actives have a fitted effect of over 55% in size
Target sequence (P16050 whole entry, looked up): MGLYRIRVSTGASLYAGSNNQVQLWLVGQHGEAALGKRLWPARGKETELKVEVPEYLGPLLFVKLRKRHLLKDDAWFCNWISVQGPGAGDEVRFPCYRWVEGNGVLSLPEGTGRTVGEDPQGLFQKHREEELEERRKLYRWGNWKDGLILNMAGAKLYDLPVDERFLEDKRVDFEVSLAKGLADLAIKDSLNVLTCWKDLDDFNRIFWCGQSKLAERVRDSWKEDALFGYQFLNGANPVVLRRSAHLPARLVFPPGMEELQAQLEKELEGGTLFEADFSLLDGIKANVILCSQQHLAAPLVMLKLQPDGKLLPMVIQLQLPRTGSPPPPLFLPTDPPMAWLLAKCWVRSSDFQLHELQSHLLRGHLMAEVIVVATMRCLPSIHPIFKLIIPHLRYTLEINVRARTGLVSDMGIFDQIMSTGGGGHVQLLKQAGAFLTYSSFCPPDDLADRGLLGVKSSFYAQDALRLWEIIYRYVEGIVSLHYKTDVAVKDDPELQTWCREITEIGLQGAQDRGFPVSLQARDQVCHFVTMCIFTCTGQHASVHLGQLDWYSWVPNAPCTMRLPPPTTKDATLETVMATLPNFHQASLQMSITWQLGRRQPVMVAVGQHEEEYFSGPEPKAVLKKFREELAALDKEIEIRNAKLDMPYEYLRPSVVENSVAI
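Hydroperoxide formed from arachidonic acid (50 uM) by purified human 15hLO-1 (40 nM) oxidizes ferrous iron, and the ferric-xylenol orange complex is read at 573 versus 405 nm. Compounds were preincubated 15 min; reaction ran 6 min at room temperature.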
Tau fil binding = binders of human tau filaments; P10636; recombinant tau filaments, thioflavin S fluorescence, 15 h; filaments grown with octadecylsulfate alongside compound; Potency, µM (top dose mostly 57.1 µM), for inactives: at the highest dose activity change, negative = inhibition; actives 2% (n = 71,000); AID 596;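 note: potency is the fitted concentration of half-maximal effect; % is set by controls: 0 for no effect and ±100 for the full control effect; actives lower thioflavin S fluorescence by blocking filaments or displacing dye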
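Quantitative HTS: thioflavine S signal from ODS-induced tau filaments, excited at 450 nm, emission 510 nm. Conditions: 1 uM tau, 30 uM ODS, 15 h at 37 C, pH 7.4.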
FLuc inh = inhibitors of firefly luciferase. P08659. purified firefly luciferase, luminescence, 8 min. Potency, µM (highest dose often 57.1 µM), inactives show top-dose activity change, negative = inhibition, hits mostly inhibitors. actives 2.2% (n = 72,000). AID 411; note: potency is the fitted concentration of half-maximal effect; % is set by controls: 0 for no effect and ±100 for the full control effect; nearly all actives have a fitted effect of over 40% in size
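Titration-based qHTS; buffer 50 mM imidazole pH 7.2, 50 mM KCl, 7 mM MgCl2, 10 uM ATP, 0.01% Tween 20, 0.05% BSA; luciferase/luciferin detector mix added after compound; 8 min, ambient; luminescence.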
TexasRed autofl = compounds fluorescent in Texas Red spectral region; max dye-equivalent concentration, M; AID 587; Compound fluorescence, Texas Red channel, 547/618 nm; hits give high values; actives 0.06% (n = 59,000); in the data active = max dye-equivalent concentration above about 10 nM; inconclusive = between about 1.1 nM and that limit
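Compound titrations in 100 mM Tris pH 8.0 were incubated 15 min at room temperature and read at 547 nm excitation / 618 nm emission. Texas Red six-point standard curve on each plate converted fluorescence to dye-equivalent concentration.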
CRE-bla Fsk = CRE-bla signaling modulation under forskolin stimulation. CHO CRE-bla reporter (cAMP response element driving beta-lactamase), forskolin EC10, beta-lactamase ratio. Potency, µM (top dose mostly 38.2 µM), for inactives: at the top dose activity change, negative = inhibition, actives largely listed as activators. AID 662. actives 2.5% (n = 71,000); active = well fitted activation curve with a large enough effect in the signal ratio, with a control signal flat, not every such curve was filed as active; inconclusive = small, poorly fitted or top-dose-only effect, or effect the other way, or a change in a side signal; the % refers to the signal ratio; note: potency is the fitted concentration of half-maximal effect; % of control where 0% means no effect
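qHTS titration format; CRE-bla CHO reporter; stimulus EC10 NKH 477, a water-soluble forskolin. Read: CCF4 460/530 nm ratio. Potency expressed as AC50 for activators or inhibitors.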
Hsp90 Hop PPI = changes Hsp90-Hop TPR2A binding signal, up or down; AlphaScreen TPR2A-His6 binding biotin-Hsp90 C-terminal peptide; actives 0.44% (n = 71,000); Potency, µM (series often up to 57 µM), without a hit: at the highest dose activity change, negative = inhibition; active = well fitted curve in either direction with a large enough effect; inconclusive = small, poorly fitted or top-dose-only effect, or another doubt; note: potency is the fitted concentration of half-maximal effect; % is set by controls: 0 for no effect and ±100 for the full control effect; many of its hits are not listed in these tables
Rhodamine fluor = rhodamine region autofluorescence; actives 0.05% (n = 59,000); max dye-equivalent concentration, M; Rhodamine-region fluorescence, 547/598 nm, Tris buffer; hits give high values; in the data active = max dye-equivalent concentration above about 11 nM; inconclusive = between about 1.1 nM and that limit
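Read-out is relative fluorescence at 547 nm excitation and 598 nm emission, expressed as dye-equivalent concentration using rhodamine standards on every plate. Each compound was profiled across a concentration series after 15 min in 100 mM Tris, pH 8.0.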
Active calls of the source: *; i = inactive; ? = inconclusive; / = no result given; [ ] = dose if it differs, or a comment. Unless noted, calls come from the whole dose curve; as a rule, active = well fitted curve in the direction sought with a large enough effect; inconclusive = small, poorly fitted or top-dose-only effect, or another doubt; inactive = no such curve, though single readings can be large; an effect the other way counts as inactive or inconclusive. An excerpt; count on the stated rates, not on these rows.

Each structure is followed by: DNA Pol III inh, HADH2 inhib, HBB splice mod, ERK AVP block, ALOX15 inhib, Tau fil binding, FLuc inh, TexasRed autofl, CRE-bla Fsk, Hsp90 Hop PPI, Rhodamine fluor
- CCCOc1ccc(C2c3c(oc4ccccc4c3=O)C(=O)N2CCN(CC)CC)cc1OC (stereo not given)
→ 4%, 10%, 0.5%[57.5 µM], -4%, 3%, ?, 0%, i, ?, 3%, i
- Cc1ccc(-c2noc(C3CCN(S(C)(=O)=O)CC3)n2)o1
→ -2%, -5%, -0.2%[57.5 µM], -5%, 17%, 8%, -11%, i, -4%, 0%, i
- O=C(Nc1ccccc1)N(CCN1CCOCC1)Cc1cccc(Cl)c1
→ -4%, 4%, 3.4%[0.369 µM], -12%, 16%, 1%, 2%, i, -5%, 0%, i
- O=C(C1CCN(S(=O)(=O)Cc2ccccc2)CC1)N1CCN(c2ncccn2)CC1
→ -6%, 8%, /, -18%, 0%, 8%, 1%, i, -1%, -1%, i
- Cc1cc(C(=O)Nc2ccc(N3CCOCC3)cc2)c2ccccc2n1
→ 2%, 0%, 1.1%, -14%, 2%, 7.9µM*, 2%, i, ?, -12%, i
- Nc1nc2c3ccccc3nc(Cc3ccccc3)n2n1
→ 0%, -6%, -0.7%, -28%, -5%, 1%, 3%, ?, ?, -6%, i
- COc1ccc(Cn2nnnc2CN(Cc2cc3ccc(C)cc3[nH]c2=O)C2CCCC2)cc1
→ -9%, 17%, /, -2%, -22%, 28%, -5%, i, ?, 0%, i
- O=C(NC1CCCCC1)C(c1cccs1)N(Cc1cccs1)C(=O)c1ccco1 (stereo not given)
→ -4%, 5%, /, 2%, -5%, 389%, -3%, i, -10%, -5%, i
- O=C(O)c1nc2nc(Cl)c(Cl)nc2[nH]1
→ -1%[11.4 µM], 79%[activator][11.4 µM], 2.5%[9.22 µM], -3%[11.5 µM], -2%[11.4 µM], 2%[11.4 µM], 2%[11.4 µM], ?, -5%[7.6 µM], 0%[11 µM], i
- Cc1cc(C)c(C)c(OCC(=O)NCCN(C)C)c1
→ -10%, 1%, -0.1%[9.22 µM], 4%, -5%, -5%, -4%, /, -3%, -4%, /
- Cc1occc1-c1nc(-c2ccncc2)no1
→ -2%, -5%, 0.6%[57.5 µM], -4%, 1%, 3%, -3%, i, 9%, 2%, i
- Cc1cccc(-c2noc(CCC(=O)NCc3ccccc3)n2)c1
→ -2%, 3%, 2.3%[1.84 µM], 7%, -12%, -9%, 1%, ?, 7%, 4%, i
- CCOC(=O)c1[nH]c(C)c(/C(O)=C2\C(=O)C(=O)N(CCCN(C)C)C2c2cccnc2)c1C (stereo not given)
→ -6%, -15%, -1.5%, 3%, 1%, 1%, 2%, ?, 10%, -5%, i
- CC(C)Oc1ccc(CSc2nnc3n(C)c(=O)c4c5c(sc4n23)CCCC5)cc1
→ 0%, 28%, 1.9%, -16%, -1%, 25%, 0%, i, 2%, -5%, i
- CC(=O)Oc1cc(OC(C)=O)c2c(C)cc(=O)oc2c1
→ 3%, i, 0.1%[9.22 µM], -7%, -4%, 9%, -1%, /, 1%, -2%, /
- CCCN1CCN(C(=O)Cn2ncc3ccccc32)CC1
→ ?, 9%, 1.6%, -5%, -12%, -5%, -8%, /, -4%, -4%, /
- Cc1ccccc1C(=O)NCCN=C1NS(=O)(=O)c2ccccc21
→ 3%, -10%, -0.1%, 4%, 3%, -4%, 1%, /, -2%, -4%, /
- COc1ncc2nc(-c3ccc(Cl)cc3)c(=O)n(-c3ccccc3)c2n1
→ 1%, 1%, 0.5%, -23%, 6%, ?, 1%[11.4 µM], i, ?, 0%, i
- COCCNC(=O)C(c1ccc(C)o1)N(Cc1ccc(OC)cc1)C(=O)Cn1nnc2ccccc21 (stereo not given)
→ 2%, 4%, -0.3%[57.5 µM], -1%, 5%, -4%, 1%, i, -6%, -5%, i
- CCOC(=O)N1CCN(C(=O)Cc2ccc(-n3c(=O)[nH]c4ccccc4c3=O)cc2)CC1
→ 0%, 0%, -1.9%, 0%, 4%, -29%, 2%, i, -3%, -2%, i

Overlap with the part before: 6 compounds; new compounds follow.
Each structure is followed by: DNA Pol III inh, HADH2 inhib, HBB splice mod, ERK AVP block, ALOX15 inhib, Tau fil binding, FLuc inh, TexasRed autofl, CRE-bla Fsk, Hsp90 Hop PPI, Rhodamine fluor
- CC(=O)Oc1cc(OC(C)=O)c2c(C)cc(=O)oc2c1
→ 3%, i, 0.1%[9.22 µM], -7%, -4%, 9%, -1%, /, 1%, -2%, /
- CCCN1CCN(C(=O)Cn2ncc3ccccc32)CC1
→ ?, 9%, 1.6%, -5%, -12%, -5%, -8%, /, -4%, -4%, /
- Cc1ccccc1C(=O)NCCN=C1NS(=O)(=O)c2ccccc21
→ 3%, -10%, -0.1%, 4%, 3%, -4%, 1%, /, -2%, -4%, /
- COc1ncc2nc(-c3ccc(Cl)cc3)c(=O)n(-c3ccccc3)c2n1
→ 1%, 1%, 0.5%, -23%, 6%, ?, 1%[11.4 µM], i, ?, 0%, i
- COCCNC(=O)C(c1ccc(C)o1)N(Cc1ccc(OC)cc1)C(=O)Cn1nnc2ccccc21 (stereo not given)
→ 2%, 4%, -0.3%[57.5 µM], -1%, 5%, -4%, 1%, i, -6%, -5%, i
- CCOC(=O)N1CCN(C(=O)Cc2ccc(-n3c(=O)[nH]c4ccccc4c3=O)cc2)CC1
→ 0%, 0%, -1.9%, 0%, 4%, -29%, 2%, i, -3%, -2%, i
- CC(=O)OC[C@@H]1O[C@H](CCON=C(C)C)C=C[C@@H]1OC(C)=O
→ /, -6%[11.4 µM], 3.5%[9.22 µM], -9%[11.5 µM], 6%[11.4 µM], /, 0%[11.4 µM], /, /, /, /
- COc1ccc2nc(SCc3nc(N)nc(Nc4ccccc4)n3)[nH]c2c1
→ 1%, -8%, -3.0%, ?, -3%, -4%, 13µM*, /, 2µM*, -7%, /
- O=C(COC(=O)c1ccc[nH]c1=O)c1ccc(Cl)s1
→ -5%, -9%, -1.2%, -7%, 3%, -3%, -17%, ?, -16%, 2%, i
- CCC(C)C(=O)Nc1c2c(nc3c1CCC3)CCCC2 (stereo not given)
→ -8%, -7%, -5.4%[0.369 µM], -24%, -3%, 4%, 2%, ?, 22%, -3%, i
- Cc1ccc(NC(=O)c2cccc(N3C(=O)CCC3=O)c2)nc1
→ -3%, -3%, -0.5%, -1%, 6%, 5%, -13%, i, 4%, -4%, i
- CCn1c(COc2cccc3cccnc23)nnc1SCC(=O)O
→ -10%, -11%, -0.6%, -1%, -17%, 3%, 2%, /, -3%, -7%, /
- COc1ccc(-c2cc(C(=O)N3CCOCC3)no2)cc1OC
→ -10%, 1%, -1.2%, -5%, -1%, 4%, -8%, i, 14%, -2%, i
- CCOC(=O)NC(=O)CSc1nnnn1-c1ccc(C)cc1
→ -5%, -19%, -3.1%, 0%, 9%, 1%, -37%, i, ?, -2%, i
- COC(=O)c1cccc(Oc2nc3c(c(=O)n(C)c(=O)n3C)n2C(C)C)c1
→ -7%, 0%, -0.6%, /, 13%, -13%, 4%, /, 2.5µM*, 0%, /
- COC(=O)c1ccc(NC2=CC(=O)CC(C)(C)C2)cc1
→ 5%, -13%, 2.4%[1.84 µM], -18%, -4%, -8%, -15%, i, 0%, -7%, i
- O=C1CSC2(CCCCC2)N1CCO
→ -7%, -15%, 0.0%[57.5 µM], -25%, 23%, -1%, 0%, i, -1%, 3%, i
- COC(=O)CN(c1ccc(OC)cc1)S(=O)(=O)c1c(C)noc1C
→ -19%, -2%, -0.2%, -3%, 1%, 0%, 1%, i, ?, -7%, i
- O=C1C2=CC[C@H]3C(=O)N(Cc4ccc5c(c4)OCO5)C(=O)[C@@H]3[C@@H]2[C@H](O)[C@@H]2O[C@H]12
→ /, -18%[11.4 µM], 0.5%[9.22 µM], 7%[11.5 µM], -7%[11.4 µM], /, 0%[11.4 µM], /, /, /, /
- CC1CCN(C(=O)C(NS(=O)(=O)c2cccc3nsnc23)c2ccccc2)CC1 (stereo not given)
→ -7%, -23%, 0.7%, 13%, -3%, -21%, -1%, i, -20%, -8%, i
